# Screening data (PubChem)
# JMJD2C inh – inhibitors of human GASC-1 (JMJD2C) demethylase | Q9H3R0 | GST-JMJD2C(1-420) H3K9me3 demethylation, DELFIA europium | inhibition, % at 2.35 µM | 0.069% of 330,000 active;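 active means more than half of a compound's replicate wells show inhibition beyond 50%, single wells judged on their own value; inconclusive means some, but no more than half, of replicates pass 50% inhibition; inactive means no replicate passes 50% inhibition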;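 further: signal counts dimethyl H3K9 product captured on neutravidin plate; 0% = median of DMSO wells and 100% = 0.3 times that DMSO median; strong numbers were not always called active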
# Target sequence (Q9H3R0 1-420 limits assumed): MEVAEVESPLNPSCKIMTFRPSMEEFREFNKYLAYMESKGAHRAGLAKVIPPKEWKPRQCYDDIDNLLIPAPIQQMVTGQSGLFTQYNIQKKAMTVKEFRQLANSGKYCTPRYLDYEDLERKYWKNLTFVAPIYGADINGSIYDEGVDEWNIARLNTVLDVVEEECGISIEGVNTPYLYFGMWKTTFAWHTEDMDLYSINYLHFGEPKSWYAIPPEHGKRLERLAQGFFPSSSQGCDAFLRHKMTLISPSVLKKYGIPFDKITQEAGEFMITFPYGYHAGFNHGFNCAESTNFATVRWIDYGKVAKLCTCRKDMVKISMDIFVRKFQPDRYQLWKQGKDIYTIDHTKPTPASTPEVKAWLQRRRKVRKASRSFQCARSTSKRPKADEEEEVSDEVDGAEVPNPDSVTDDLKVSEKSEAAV
# MEP2-GFP yeast – modulators of TOR pathway MEP2-GFP in S. cerevisiae | S. cerevisiae MEP2-GFP strain, flow cytometry GFP, 3 h; 100% = DMSO control level | GFP response vs DMSO, % at 10 µM | 0.51% of 330,000 active;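 active means GFP response versus DMSO above a set limit, roughly screen mean plus 3 SD, cut at about 180% in these data; inconclusive means fewer than 70 cells counted for a yeast strain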;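 further: median GFP fluorescence of the barcode-gated MEP2-GFP cells per well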
# CIT2 TOR yeast – modulators of TOR pathway CIT2-GFP in S. cerevisiae | GFP response vs DMSO, % at 10 µM | S. cerevisiae CIT2-GFP strain, flow cytometry, 3 h; 100 means same as DMSO wells | 0.065% of 320,000 active;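 active means GFP response relative to DMSO above a set limit, near the screen mean plus 3 SD, cut at about 150% in these data; inconclusive means Fewer than 70 cells measured for a yeast strain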;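 further: ratio of well median GFP fluorescence to mean of DMSO wells on the plate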
# AGP1-GFP MLPCN – yeast TOR pathway AGP1-GFP modulation. S. cerevisiae AGP1-GFP multiplex flow cytometry, 3 h; GFP as percent of DMSO wells. GFP response vs DMSO, % at 10 µM. 0.02% of 320,000 active. AID 2066;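 active means GFP response relative to DMSO above a set limit, near screen average plus 3 SD, cut at about 150% in these data; inconclusive means fewer than 70 cells counted for the yeast strain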;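 further: median GFP channel fluorescence of the gated AGP1 strain per well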
# RPL19A-GFP yeast – modulators of TOR pathway RPL19A-GFP in S. cerevisiae; S. cerevisiae RPL19A-GFP strain, flow cytometry, 3 h; active compounds read low; percent response vs DMSO, % at 10 µM; 0.3% of 330,000 active;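 active means percent response vs DMSO below 50%; inconclusive means fewer than 70 events counted for the yeast strain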;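 further: median channel GFP fluorescence of the barcoded RPL19A-GFP strain; ratio of sample median GFP to plate DMSO average so 100% = DMSO; lower means less RPL19A-GFP as with rapamycin TOR inhibition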
# VLA-4 inh – inhibition in a human VLA-4 binding assay; P13612; VLA-4 expressing cells, ligand binding flow cytometry; 0.2% of 330,000 active; inhibition, % (about 7 µM as worked out from the volumes in the protocol); in the data active means inhibition above about 50%
# LAP4 TOR yeast – modulators of TOR pathway LAP4-GFP in S. cerevisiae. 0.34% of 320,000 active. AID 2023. GFP response vs DMSO, % at 10 µM. S. cerevisiae LAP4-GFP multiplex, flow cytometry GFP, 3 h; median GFP as percent of DMSO wells;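 active means GFP response vs DMSO above a set limit, about the screen mean plus 3 SD, cut at about 150% in these data; inconclusive means under 70 cell events counted for the yeast strain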
# GRK2 aptamer HTS – blocks RNA aptamer binding to human GRK2; P25098; 0.59% of 330,000 active; AID 488847; bead flow cytometry, FAM-aptamer displacement from GRK2; inhibition of aptamer binding, % at 10 µM;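 active means inhibition of aptamer binding above 40%, roughly 3 SD of noise, on plates passing a quality check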;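 further: median bead fluorescence of bound FAM aptamer so fluorescent compounds give negative values; no value below 0 was filed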
# Target sequence (P25098 whole entry, looked up): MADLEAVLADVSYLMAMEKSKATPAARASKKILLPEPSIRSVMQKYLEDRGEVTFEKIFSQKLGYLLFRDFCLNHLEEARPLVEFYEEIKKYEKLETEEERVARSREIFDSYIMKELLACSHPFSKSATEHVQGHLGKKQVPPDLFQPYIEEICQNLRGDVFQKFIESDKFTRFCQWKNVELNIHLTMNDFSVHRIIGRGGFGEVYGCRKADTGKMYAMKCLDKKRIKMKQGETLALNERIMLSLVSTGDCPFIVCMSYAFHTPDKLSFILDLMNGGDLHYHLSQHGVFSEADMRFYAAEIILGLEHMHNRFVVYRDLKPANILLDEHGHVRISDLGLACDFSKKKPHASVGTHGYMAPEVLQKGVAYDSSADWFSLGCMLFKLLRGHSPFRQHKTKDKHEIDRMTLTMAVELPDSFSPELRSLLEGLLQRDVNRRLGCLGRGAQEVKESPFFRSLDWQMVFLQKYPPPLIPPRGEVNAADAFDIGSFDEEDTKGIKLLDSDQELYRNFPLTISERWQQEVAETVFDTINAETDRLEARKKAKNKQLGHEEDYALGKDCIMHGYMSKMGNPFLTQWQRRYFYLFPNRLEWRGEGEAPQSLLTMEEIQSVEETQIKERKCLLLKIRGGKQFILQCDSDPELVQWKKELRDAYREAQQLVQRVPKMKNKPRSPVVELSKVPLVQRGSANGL
# * = called active by the depositor; i = inactive; u = inconclusive; x = not tested or not shown; [ ] = another dose, or the depositor's remark.
1) CSc1ccccc1OCc1cc(C(=O)N2CCCC2c2nonc2C)no1 (stereo not drawn)
2) Cc1nnsc1NC(=O)OCC(C)C
3) COc1ccc(NS(=O)(=O)c2cccc(C(=O)O)c2)cc1S(=O)(=O)N1CCCCC1
4) O=C(CSc1nnc(NC(=O)c2c(F)cccc2F)s1)Nc1ccc(F)cc1
5) Cc1cc(NCc2ccccc2)nc(N2CCOCC2)n1
6) O=C(Nc1nncs1)c1cccc(S(=O)(=O)N2CCOCC2)c1
7) Cc1ccc(N2C(=O)[C@@H]3C(C(=O)CN4C(=O)c5ccccc5C4=O)=NN[C@@H]3C2=O)c(C)c1
8) O=C(NC(=S)N1CCCC(C(F)(F)F)C1)c1ccc(F)cc1 (stereo not drawn)
9) COC(=O)c1ccccc1NC(=S)N1CCN(c2ccccc2)CC1
10) Cc1ccc(N(CC(=O)N2CCCC2)S(C)(=O)=O)c(C)c1
Assay by compound,1,2,3,4,5,6,7,8,9,10
JMJD2C inh,-14,3,-1,-3,21,-11,-12,4,4,5
MEP2-GFP yeast,103,90,99,105,94,103,100,96,111,101
CIT2 TOR yeast,97,89,109,96,101,89,100,100,106,99
AGP1-GFP MLPCN,93,92,105,104,96,100,104,95,105,99
RPL19A-GFP yeast,100,96,105,106,x,103,98,97,110,103
VLA-4 inh,-1,-3,-6,-4,19,1,20,-5,-1,4
LAP4 TOR yeast,91,93,102,99,93,103,109,88,108,96
GRK2 aptamer HTS,3,1,4,3,0,1,41*,0,3,2

11) CCCN(C(=O)C1=COCCO1)c1c(N)n(Cc2ccccc2)c(=O)[nH]c1=O
12) Nc1nc(SCC(=O)N2CCc3ccccc32)[nH]c(=O)c1-c1ccccc1
13) COc1ccc(Cn2nnnc2CN2CCCCCC2)cc1
14) CC(=O)Nc1ccc(S(=O)(=O)N(C)CC(=O)OCC(=O)c2cc(C)n(-c3ccc4c(c3)OCO4)c2C)cc1
15) COc1ccc(S(=O)(=O)N(CC(=O)NC2CC2)c2ccc(C)cc2)cc1
16) COc1cc(/C=C2\SC(=S)N(NC(=O)c3ccc(O)cc3)C2=O)ccc1O
17) CC(Oc1ccc(Br)cc1)C(=O)Nc1ccc(S(=O)(=O)Nc2nccs2)cc1 (stereo not drawn)
18) O=C(CCN1C(=O)C2C3C=CC(C3)C2C1=O)Nc1nccs1 (stereo not drawn)
19) COc1ccc(-c2nc(CS(=O)CC(=O)NCCN3CCCCC3C)c(C)o2)cc1OC (stereo not drawn)
20) COCCNC(=O)[C@H](CSCc1ccccc1)N1Cc2ccccc2C1=O
Assay by compound,11,12,13,14,15,16,17,18,19,20
JMJD2C inh,-6,3,6,-13,-3,-18,3,12,2,5
MEP2-GFP yeast,98,100,110,111,112,102,93,108,116,100
CIT2 TOR yeast,96,100,114,101,108,98,93,98,115,95
AGP1-GFP MLPCN,94,103,99,93,107,102,95,104,110,103
RPL19A-GFP yeast,97,96,107,98,107,98,92,101,109,96
VLA-4 inh,0,11,3,-10,30,0,-4,-8,-11,0
LAP4 TOR yeast,101,95,91,92,104,111,90,104,106,96
GRK2 aptamer HTS,0,2,0,0,0,3,2,1,0,3

21) Cn1c(N)c(C(=O)COC(=O)CCC2CCCC2)c(=O)n(C)c1=O
22) COc1ccc2nc(N(CCN(C)C)C(=O)/C=C/c3cccs3)sc2c1
23) O=C(C1CCN(S(=O)(=O)c2c(Cl)cccc2Cl)CC1)N1CCCC1
24) O=C(NCc1ccccn1)c1ccc(Cl)cc1Cl
25) COc1ccccc1C(=O)COC(=O)c1nc2nc(C)cc(C)n2n1
26) CC(C)(C)CC(=O)Nc1nnc(SCC(=O)NC2CCCCC2)s1
27) CCOC(=O)c1cc(-c2ccccc2)n(CCC(=O)NC(C)CC)c1C (stereo not drawn)
28) Cc1ccccc1C(=O)NCC(=O)Nc1ccccc1C(F)(F)F
29) CCCOc1cc(N(CC)CC)ccc1/C=C(/C#N)c1nc2ccc(C)cc2[nH]1
30) O=C(Nc1cccc(S(=O)(=O)N2CCOCC2)c1)c1ccc(N2CCOCC2)c([N+](=O)[O-])c1
Assay by compound,21,22,23,24,25,26,27,28,29,30
JMJD2C inh,-19,-1,6,-1,1,-6,5,5,9,-3
MEP2-GFP yeast,101,106,99,94,100,115,104[may fluoresce violet],97,125,102
CIT2 TOR yeast,93,103,90,97,91,107,u,104,105,96
AGP1-GFP MLPCN,91,103,97,98,99,96,64[may fluoresce violet],103,104,96
RPL19A-GFP yeast,98,100,98,98,96,105,96[may fluoresce violet],96,102,99
VLA-4 inh,5,18,0,2,-7,8,4,7,i,-4
LAP4 TOR yeast,105,106,98,94,97,110,99[may fluoresce violet],103,110,100
GRK2 aptamer HTS,0,0,1,0,0,0,0,2,0,0

31) CC(Nc1[nH]c(=O)n(C)c(=O)c1N=O)c1ccccc1 (stereo not drawn)
32) O=C(CCSCc1ccccc1F)NCc1cccnc1
33) CN(Cc1cnccn1)C(=O)C1CCC(=O)N(CCc2ccccc2)C1 (stereo not drawn)
34) CCCOc1cccc(C(=O)NC(=S)Nc2cccc(C(F)(F)F)c2)c1
35) CCOCC(=O)Nc1cc(OC)c(Cl)cc1OC
36) Cc1ccc(C(=O)NNC(=O)c2ccc(SCC3CCCO3)c([N+](=O)[O-])c2)cc1 (stereo not drawn)
37) Cc1c(C#N)c(O)n(CCO)c(=O)c1N=Nc1ccc2c(c1)COC2=O
38) Cc1ccc(C(=O)NCc2ccc3c(c2)OCO3)cc1S(=O)(=O)N1CCOCC1
39) O=C(NCc1ccccc1)C1=C[C@@H](c2ccc(C(F)(F)F)cc2)C[C@@H](OCCCCO)O1
40) CC(=O)Nc1ccc(S(=O)(=O)N(C)CC(=O)OCC(=O)NNC(=O)c2ccccc2F)cc1
Assay by compound,31,32,33,34,35,36,37,38,39,40
JMJD2C inh,-5,13,-8,2,-3,4,-6,-14,1,-1
MEP2-GFP yeast,100,99,103,97,101,104,93,97,91,100
CIT2 TOR yeast,96,94,107,96,97,106,96,96,112,95
AGP1-GFP MLPCN,97,94,102,95,93,x,105,106,90,100
RPL19A-GFP yeast,94,97,101,96,95,101,95,98,102,101
VLA-4 inh,23,3,-1,11,2,26,-2,-13,-3,0
LAP4 TOR yeast,100,95,102,96,101,111,109,99,112,97
GRK2 aptamer HTS,2,0,0,0,2,0,0,3,0,1

# Sorted by heavy-atom count (high to low): part of the list above.
39) O=C(NCc1ccccc1)C1=C[C@@H](c2ccc(C(F)(F)F)cc2)C[C@@H](OCCCCO)O1
33) CN(Cc1cnccn1)C(=O)C1CCC(=O)N(CCc2ccccc2)C1 (stereo not drawn)
35) CCOCC(=O)Nc1cc(OC)c(Cl)cc1OC
Assay by compound,39,33,35
JMJD2C inh,1,-8,-3
MEP2-GFP yeast,91,103,101
CIT2 TOR yeast,112,107,97
AGP1-GFP MLPCN,90,102,93
RPL19A-GFP yeast,102,101,95
VLA-4 inh,-3,-1,2
LAP4 TOR yeast,112,102,101
GRK2 aptamer HTS,0,0,2

# New compounds follow:
41) CC(=O)Nc1cccc(NC(=S)Nc2ccc(F)c(Cl)c2)c1
42) N/C(=N\O)c1ccc(Cl)cc1Cl
43) CCOC(=O)COn1c(=O)c(-c2ccc(OC)c(OC)c2)[n+]([O-])c2ccccc21
44) CCC(C)NC(=O)C1CCN(S(=O)(=O)c2ccc3[nH]c(=O)ccc3c2)CC1 (stereo not drawn)
45) COc1ccc(C(=O)CCC(=O)NCc2cc(OC)cc(OC)c2)cc1
46) CC(=O)c1ccc(OCc2cc(C(=O)NC(C)CCn3cccn3)no2)cc1 (stereo not drawn)
47) COc1ccc([C@H]2/C=C\CN(C(=O)[C@H](Cc3ccccc3)NC(=O)OCC3c4ccccc4-c4ccccc43)CC(=O)N2Cc2ccc(F)cc2)cc1
48) O=C(c1ccc(Cn2cc(Cl)c([N+](=O)[O-])n2)cc1)N1CCN(Cc2ccccc2)CC1
49) CNC(=O)NC(=O)CSc1ccc(NC(C)=O)cc1
50) Cc1[nH]c2ccc(C(=O)N3CCC(C(N)=O)CC3)cc2c1C
Assay by compound,41,42,43,44,45,46,47,48,49,50
JMJD2C inh,7,11,0,-6,-2,-3,-14,15,2,7
MEP2-GFP yeast,91,97,107,105,109,101,108,100,104,114
CIT2 TOR yeast,96,98,103,97,102,107,102,99,116,85
AGP1-GFP MLPCN,88,101,105,101,54,92,109,115,107,94
RPL19A-GFP yeast,93,95,107,96,85,104,99,99,104,94
VLA-4 inh,23,3,-48,11,-7,4,18,-1,6,3
LAP4 TOR yeast,88,105,102,104,100,82,96,108,100,107
GRK2 aptamer HTS,1,20,0,2,0,0,0,0,5,5

51) O=C(O)C1CCCCC1C(=O)Nc1ccc(S(=O)(=O)N2CCCCCC2)cc1 (stereo not drawn)
52) Cc1c(C=N)c(O)n(C)c(=O)c1C#N
53) Cc1oc(C(C)(C)C)cc1C(N)=O
54) Cc1ccc(C(=O)N[C@H](C(=O)NC2CCCCCCC2)C(C)C)cc1
55) COCCNC(=O)c1cc(-c2ccc(-c3ccccc3)cc2)nc2ccccc12
56) CC(=O)Nc1c2c(nn1-c1ccccc1C)CS(=O)C2 (stereo not drawn)
57) Cc1ccc(C(=O)C(C)OC(=O)Cn2[nH]c(=O)c3ccccc3c2=O)cc1C (stereo not drawn)
58) COc1ccc(OC)c(CN2CCN(C(=O)c3cc(S(=O)(=O)Nc4ccccc4OC)ccc3C)CC2)c1
59) COc1ccc(CCNC(=O)C(=O)NCCC2CCCCN2S(=O)(=O)c2cccs2)cc1 (stereo not drawn)
60) COC(=O)C1CCN(C2=C(NS(=O)(=O)c3ccc(Cl)cc3)C(=O)c3ccccc3C2=O)CC1
Assay by compound,51,52,53,54,55,56,57,58,59,60
JMJD2C inh,-23,-4,0,-8,5,-12,-6,14,4,-3
MEP2-GFP yeast,102,96,96,107,103,100,103[may fluoresce green],110,101,95
CIT2 TOR yeast,103,102,91,98,97,96,110[may fluoresce green],107,103,88
AGP1-GFP MLPCN,106,106,100,97,96,104,109[may fluoresce green],103,106,100
RPL19A-GFP yeast,105,98,95,97,99,98,108[may fluoresce green],115,100,95
VLA-4 inh,4,2,21,42,5,5,-5,2,7,0
LAP4 TOR yeast,101,108,103,102,119,98,102[may fluoresce green],107,109,115
GRK2 aptamer HTS,2,0,0,0,2,0,0,0,0,2

61) Cc1ccc(OCC(=O)Oc2cccc(C)c2)cc1
62) COc1cc(C(C(=O)NC2CCCCC2)N(C(=O)Cc2c[nH]c3ccccc23)c2ccc(C)cc2)cc(OC)c1OC (stereo not drawn)
63) C=C(C)CSc1[nH]c(=O)cc(C)c1C#N
64) CCOC(=O)C1/C(=N\O)CC(C)(O)C(C(=O)OCC)C1c1ccc(N(C)C)cc1 (stereo not drawn)
65) Cc1cc(OCC(=O)NCc2cccnc2)ccc1[N+](=O)[O-]
66) N#Cc1cccc(CN2CCCN(Cc3ccc(F)cc3)S2(=O)=O)c1
Assay by compound,61,62,63,64,65,66
JMJD2C inh,-4,8,-1,-9,-2,-22
MEP2-GFP yeast,104,113,104,105,96,115
CIT2 TOR yeast,104,109,108,107,102,100
AGP1-GFP MLPCN,108,105,109,105,103,96
RPL19A-GFP yeast,106,106,102,102,104,101
VLA-4 inh,-2,-1,11,-17,9,0
LAP4 TOR yeast,115,99,87,105,97,100
GRK2 aptamer HTS,1,1,1,0,3,0
